# High-throughput results as filed in PubChem BioAssay.
# Cdc25B inh = human M-phase inducer phosphatase 2 inhibition; P30305; recombinant Cdc25B, OMFP fluorescence Ex485/Em525; inhibition, %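 (compounds tested at 10 µM final in the well)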; 0.1% of 65,000 active; in the data active = inhibition above about 50%
# AP complement = alternative pathway complement inhibition, orthogonal assay; inhibition, % at 5 µM; 0.08% of 62,000 active; Human serum alternative complement pathway, LPS-coated ELISA, C3 deposition; tested in compound mixtures;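 active = inhibition above 30% in each of the two pooled mixtures holding the compound, so the lower value exceeds 30%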;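 note: 0% = serum in Mg-EGTA without compound and 100% = EDTA serum blank; some compounds past the cut are filed as inactive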
#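 Medium: diluted human serum in Mg2+-EGTA GVB++. Assay system: human serum complement alternative pathway, C3 deposition onto LPS. Also added: Plate-bound LPS. Technique: Anti-C3 ELISA, OD 450 nm. Measure: percent inhibition. Incubation: 1 h at 37 °C. Dosing: 5 µM each compound, pools of ten, 50 µM per pool.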
# CatB block = blocks human cathepsin B protease activity | AID 453 | purified cathepsin B, fluorogenic substrate, fluorescence | 0.1% of 63,000 active | P07858 | inhibition, %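 (tested at 10 µM)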; in the data active = inhibition above about 21%;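 note: 0% = enzyme with no compound and 100% = no enzyme blank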
# D1 allo mod = D1 dopamine receptor (human) allosteric modulation | B-score at 10 µM | 5.9% of 58,000 active | AID 641 | HEK293 D1, CRE-luciferase, dopamine EC30 potentiation; actives deviate in either direction;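 active = luminescence count or its row- and column-corrected plate score outside the 99.7% band of the plate's sample wells, on either side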
# Target sequence (P21728 whole entry, looked up): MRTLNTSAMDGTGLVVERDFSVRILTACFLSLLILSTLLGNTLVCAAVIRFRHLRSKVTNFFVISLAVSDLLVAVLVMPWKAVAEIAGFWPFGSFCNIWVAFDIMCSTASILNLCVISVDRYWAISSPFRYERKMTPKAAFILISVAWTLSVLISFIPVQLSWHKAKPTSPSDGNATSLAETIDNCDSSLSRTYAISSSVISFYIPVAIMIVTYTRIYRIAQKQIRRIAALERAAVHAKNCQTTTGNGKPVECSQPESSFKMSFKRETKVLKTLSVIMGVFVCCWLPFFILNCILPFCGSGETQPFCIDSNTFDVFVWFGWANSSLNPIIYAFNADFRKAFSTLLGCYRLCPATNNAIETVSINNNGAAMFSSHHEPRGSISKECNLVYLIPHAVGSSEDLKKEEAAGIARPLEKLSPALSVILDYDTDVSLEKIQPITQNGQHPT
# tolC growth inh = growth inhibitors of E. coli BW25113 tolC mutant | growth inhibition, % at 10 µM (by protocol) | OD615 | 2.2% of 65,000 active;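 active = growth inhibition at or above a cutoff equal to the mean over every tested compound plus 3 SD, cut at about 60% in these data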;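 note: growth measured after 20 h incubation at 37 °C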
#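 Test system: E. coli BW25113 ΔtolC::kan bacteria; incubation: 37 °C, 20 h exposure; medium: LB broth supplemented with 50 µg/mL kanamycin; read-out basis: percent growth inhibition; signal: A615 absorbance measurement; compound: 10 µM final, single dose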
# MKP-1 inh = human dual specificity phosphatase 1 inhibition; P28562; recombinant MKP-1, OMFP hydrolysis fluorescence; inhibition, %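 (compounds tested at a single concentration somewhere between 10 and 100 µM)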; 0.15% of 65,000 active; AID 374;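 active = inhibition above about 50%, limit read from the data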;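 note: 0% = DMSO max control wells and 100% = wells with enzyme stopped by NaOH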
# Target sequence (P28562 whole entry, looked up): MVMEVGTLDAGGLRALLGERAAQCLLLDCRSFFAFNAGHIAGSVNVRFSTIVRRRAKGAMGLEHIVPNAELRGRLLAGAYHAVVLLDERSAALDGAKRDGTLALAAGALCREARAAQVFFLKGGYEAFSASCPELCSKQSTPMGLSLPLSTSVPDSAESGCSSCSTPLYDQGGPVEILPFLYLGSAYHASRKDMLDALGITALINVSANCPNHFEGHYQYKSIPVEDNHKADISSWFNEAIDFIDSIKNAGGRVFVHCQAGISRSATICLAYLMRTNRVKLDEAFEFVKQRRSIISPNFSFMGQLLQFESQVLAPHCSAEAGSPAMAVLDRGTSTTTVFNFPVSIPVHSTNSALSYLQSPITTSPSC
# Hsp90 inh = displaces geldanamycin probe from tumor Hsp90; NCI-N417 lysate Hsp90, Cy3B-geldanamycin FP displacement; AID 429; inhibition, % at 30 µM; 0.35% of 64,000 active;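 active = inhibition above 50%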;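 note: 0% = tracer plus lysate wells and 100% = tracer alone without lysate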
# E coli RNAP = inhibitors of Escherichia coli RNA polymerase | 0.2% of 62,000 active | P0A8V2 | E. coli RNA polymerase, fluorescence transcription assay | inhibition, %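 (tested at 10 µM)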; in the data active = inhibition above about 20%;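 note: 0% = enzyme without compound and 100% = no enzyme blank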
# CatB mixtures = inhibitors of human cathepsin B in compound mixtures; Purified cathepsin B, AMC dipeptide fluorescence; inhibition, %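 (ten-compound pools at 5 µM per compound and 50 µM total)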; 0.06% of 62,000 active; in the data active = inhibition above about 22%, passing the limit was not always enough;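 note: 0% = enzyme without compound and 100% = no enzyme blank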
# * = called active by the depositor; x = not tested or not shown.
SMILES,Cdc25B inh,AP complement,CatB block,D1 allo mod,tolC growth inh,MKP-1 inh,Hsp90 inh,E coli RNAP,CatB mixtures
O=C(Nc1cccc(NC(=O)N2CCN(c3ccccc3)CC2)c1)N1CCN(c2ccccc2)CC1,76*,1,6,-1.1,34,32,0,11,4
CCOC(=O)N1CCC(C(=O)Nc2ccc(OCC)cc2)CC1,2,9,-2,-0.55,-4,10,2,2,2
CC(C)N1C(=O)CCC1C(=O)NCc1ccccc1Cl (stereo not drawn),-14,5,1,0.45,-17,0,1,5,1
CC1CCCC(C)N1CCCNC(=O)Cn1cc2c(n1)CCCC2 (stereo not drawn),0,6,-1,x,-13,-4,-3,8,3
Cc1nc2ccccn2c1C(=O)NCCCN1CCOCC1,-2,1,2,0.064,-12,8,0,2,3
COc1ccc(NC(=O)CN(C)S(=O)(=O)c2ccc3c(c2)OCCO3)c2ncccc12,1,12,3,2.3,27,28,2,5,-5
CSc1n[nH]c(NCc2ccccc2)n1,-8,19,-2,-0.46,4,3,-1,1,5
COc1ccc2[nH]cc(C(=O)N3CCCCC3)c(=O)c2c1,1,14,-5,-0.44,-21,18,-3,2,2
CCOc1ccc2nc(SCC(=O)c3cccs3)sc2c1,-3,-2,3,1,12,5,-3,x,4
CCc1nnc2sc(-c3ccc(NC(=O)CSc4ccc(Cl)cc4)cc3)nn12,5,13,0,-0.37,-11,19,-3,-1,3
Nc1cc(S(=O)(=O)C(F)(F)F)ccc1C(=O)O,3,-11,7,0.053,20,13,-4,2,1
Cn1c(=O)c(NC(=O)c2ccccc2)c2n(c1=S)CCCCC2,-7,5,-7,0.98,-2,-6,-2,3,3
O=C(Nc1ccc(S(=O)(=O)N2CCCCC2)cc1)c1ccncc1,-4,0,2,-1.1,11,7,2,2,-3
CCCc1nc(N)c(C#N)c(-c2cccnc2)c1CC,-9,-13,8,1.9,2,1,2,3,5
C/C=C/CSc1nc2c(c(=O)[nH]c(=O)n2C)n1C(C)C,-1,-5,-3,6*,-2,-10,-3,5,8
CCc1ccccc1NC(=O)c1nnn(CC(=O)Nc2cccc(C)c2C)c1N,15,6,6,-0.1,-5,-3,-1,11,0
Cc1cc(NC(=O)COC(=O)c2cccc(S(=O)(=O)N3CCOCC3)c2)no1,1,20,-2,-0.31,-6,-1,-2,2,4
CN(CC(=O)Nc1ccc(C#N)cc1)Cc1ccc(Cl)cc1,-2,-2,-3,0.47,17,-10,-3,1,0
CC1(C)CC(=O)C2=C(C1)OC(=O)C2(NC(=O)c1cccs1)C(F)(F)F (stereo not drawn),-6,6,4,-0.59,-16,-2,-1,9,1
Cc1ccc2cccc(S(=O)(=O)Nc3ccc4c(c3)OCO4)c2n1,0,-4,1,-0.014,3,-12,3,-8,-2
Cn1c(=O)c2c(nc(SCC(=O)NCc3ccco3)n2C)n(C)c1=O,7,-2,2,-1.4,-13,-19,2,9,0
O=C(O)c1cccc(NS(=O)(=O)c2ccc3nnn(O)c3c2)c1,-8,13,-3,-0.35,-21,-3,-4,6,8
Cc1cc(C)c2cc(CN(CCO)Cc3nnnn3Cc3ccc(F)cc3)c(=O)[nH]c2c1,-12,6,3,0.55,8,17,2,-4,4
CCCCc1ccc(NC(=O)N[C@H](C(=O)O)C(C)C)cc1,6,19,2,0.059,4,-7,-4,5,3
Cc1ccccc1NC(=O)c1ccccc1O,-13,7,x,0.17,29,-9,0,11,7
CC(C)(C)c1ccc(-c2nc(C#N)c(NCc3ccncc3)o2)cc1,5,10,-1,2.7,48,-7,-2,9,5
Cn1c(=O)n(CC(=O)NCc2cccnc2)c2ccccc21,-6,x,x,-0.046,-16,-9,-3,x,x
COc1ccc(C(=O)NC(=O)N2CCCCC2)cc1,0,21,1,-0.27,-1,-8,2,10,8
CC(=O)c1c(C)[nH]c(C(=O)OCn2nnc3ccccc3c2=O)c1C,-6,3,1,2.4*,-7,21,-1,2,-1
C=CCn1c(SCC(=O)NCCCC)nc2scc(-c3ccco3)c2c1=O,10,5,4,-0.21,17,24,-1,7,7
CN(CCCC(=O)Nc1ccncc1)S(=O)(=O)c1ccc(Cl)cc1,-22,-12,7,-1.4,-1,4,-1,3,6
CCOc1ccc(C)cc1S(=O)(=O)NC1CCCCC1,3,10,4,1.4,7,1,1,5,2
COc1cccc(NC(=O)N2CCN(c3ccc(C(F)(F)F)cn3)CC2)c1,-5,19,-3,-0.26,23,-1,-3,-6,-3
CC(=O)c1c(C)[nH]c(C(=O)COC(=O)CNS(=O)(=O)c2ccccc2)c1C,1,5,-9,-0.78,-3,-2,1,-2,-3
CCCCc1c(O)nc(SCC(=O)NCC2CCCO2)[nH]c1=O (stereo not drawn),0,7,0,-0.021,-14,-1,-1,3,0
CCCNc1nc(N2CCOCC2)nc(N2CCOCC2)n1,3,-10,x,0.98,-13,6,-2,-8,6
O=C(CSc1nc2c(cnn2-c2ccc(F)cc2)c(=O)[nH]1)N1CCCCC1,-1,7,3,x,2,7,-1,3,-1
Cc1ccc(-c2nn(-c3ccccc3)cc2/C=C(\C#N)c2cccc(C#N)c2)o1,-8,0,11,x,8,0,-4,5,7
CCOCCCNC(=O)CSc1ccccc1,-6,-7,-1,1,-12,3,-1,-3,0
O=C(NCc1ccco1)Nc1cccs1,-4,17,0,0,-5,8,-5,4,2
N#Cc1cn(Cc2ccccc2)c2ccccc12,-4,7,3,0.053,71*,-5,-1,10,7
Cc1ccc2c(CC(=O)NCC3COc4ccccc4O3)coc2c1 (stereo not drawn),-6,0,0,0.19,31,5,x,3,-1
COCC(=O)Nc1nc2n(n1)C(c1ccccc1Cl)CC(c1ccc(OC)cc1)N2 (stereo not drawn),10,7,3,-0.032,x,22,-3,1,2
CCOC(=O)c1c(C)[nH]c(C(=O)Nc2ccc3c(c2)OCO3)c1C,-2,13,5,-3.2,2,33,11,0,1
CCN1CCN(c2ncnc3c2oc2nc(C(C)C)c4c(c23)CCC4)CC1,-25,-13,0,x,x,29,-6,0,-3
COc1ccc(NC(=O)C(C)Oc2ccc(/C(C)=N\O)cc2)cc1 (stereo not drawn),4,5,1,-0.0096,15,-10,4,9,4
O=C(CSc1nc2ccccc2o1)Nc1ccccc1N1CCCCCC1,-9,3,-1,-0.73,73*,4,2,4,0
S=c1[nH]nc(COc2ccc3c(c2)OCO3)n1-c1ccccc1,-15,0,4,-0.33,17,-1,1,6,4
CCOC(=O)COc1cccc2c(=O)n(CC(=O)NCc3ccc4c(c3)OCO4)ccc12,-9,12,6,-1.4,-11,-1,1,7,-1
CC1(C)CC(=O)c2cc(OCC(=O)O)ccc2O1,-17,-3,3,0.62,-4,24,-5,6,-1
O=C(C1CCN(S(=O)(=O)c2cccc3cccnc23)CC1)N1CCN(c2ccccn2)CC1,-8,15,0,x,-11,13,-4,1,3
COc1cc(C(=O)Nc2ccc3c(c2)OCCO3)ccc1-n1cnnn1,-18,31,2,x,3,-4,-2,5,5
Cc1cc(C(=O)Nc2c(C)nn(Cc3c(Cl)cccc3Cl)c2C)no1,-6,3,2,-0.47,15,9,0,-1,0
CC(Sc1nnc(-c2ccc(Cl)cc2)n1C)C(N)=O (stereo not drawn),-1,-2,-5,0.084,-4,0,3,6,-1
CSc1nnc(-c2ccc(S(=O)(=O)N3CCCC3)cc2)n1C,-3,10,4,1.1,-14,27,-2,5,3
COc1ccc(OC)c(S(=O)(=O)N2CCCc3ccccc32)c1,-4,11,0,0.5,14,0,0,11,6
N#Cc1nc(Cc2cccc3ccccc23)oc1N1CCC(C(N)=O)CC1,-3,4,5,x,33,-5,-1,13,4
COc1ccc(C(=O)Nc2nnc(-c3ccccc3)o2)cc1OC,11,10,-2,0.027,36,1,0,1,6
CN(C)c1ccc(C2N3CC4(C)CN2CC(C)(C3)C4O)cc1 (stereo not drawn),-20,1,3,0.46,-20,-7,-3,5,2
C=CCn1cnc2c(c1=O)c1nc3ccccc3nc1n2-c1ccc(C)cc1,0,8,3,1.9,0,3,1,13,5
# The list goes on.
SMILES,Cdc25B inh,AP complement,CatB block,D1 allo mod,tolC growth inh,MKP-1 inh,Hsp90 inh,E coli RNAP,CatB mixtures
COc1ccc(C2NC(c3ccc(OC)c(OC)c3OC)C(C)C(=O)C2C)c(OC)c1OC (stereo not drawn),-5,12,-3,-0.89,4,2,0,11,5
CCOc1ccccc1N1CCN(S(=O)(=O)c2ccc3c4c(cccc24)C(=O)N3)CC1,5,2,-4,1.1,24,44,-14,6,-5
CCOCCCn1c(=S)[nH]c2cc(C(=O)N3CCN(C)CC3)ccc2c1=O,-4,11,1,-0.25,-15,0,-5,7,24
CCn1c(CSc2nc(C)cs2)nc2cc(S(=O)(=O)N(C)C)ccc21,-5,1,-1,0.46,-3,26,0,4,-2
COCCN(CCOC)C(=O)CCn1c(=O)oc2ccccc21,-3,9,2,x,-7,2,-1,3,2
COc1cc2c(cc1NC(=O)C1CCCO1)oc1ccccc12 (stereo not drawn),-9,0,-2,x,34,2,-11,6,-2
Cc1ccc(Cn2c(=O)c3ccccc3n3c(SCC(=O)N4CCCCC4C)nnc23)cc1 (stereo not drawn),-4,6,-1,1.8,30,38,1,1,-1
CC(C)CC(=O)Nc1cccc(-c2cn3ccsc3n2)c1,0,17,-4,0.17,13,10,-2,2,6
O=C(NCc1cn2ccsc2n1)c1c(F)cccc1Cl,-1,3,1,-0.9,1,7,-2,-8,-2
COC(=O)c1ccc(CSc2nnnn2Cc2ccccc2)cc1,-15,7,5,2.3,16,-4,-5,0,0
COc1ccc(C2CC(c3ccc(Br)cc3)Nc3nc(N)nn32)cc1 (stereo not drawn),-5,2,0,-0.14,39,20,-3,8,1
COc1ccc(CN(CC(=O)NCc2ccco2)C(=O)CCC(=O)Nc2nccs2)cc1,-3,-6,1,x,-10,-1,-1,10,5
CCOc1ccc(OCC)c2sc(C)nc12,4,7,4,11*,8,2,0,6,5
Cc1noc(C)c1CSc1nc2ccccc2c(=O)n1-c1ccc(F)cc1F,7,12,0,x,55,-13,-2,3,5
O=C(Cn1cnc2c(oc3ccccc32)c1=O)c1ccccc1,-7,10,0,-0.21,9,2,-3,0,2
O=C1OCc2cc(NS(=O)(=O)c3cccs3)ccc21,-2,20,5,-0.76,-1,0,-11,8,8
CC(=O)NCC(=O)OC(C)C(=O)Nc1ccc(C(C)=O)cc1 (stereo not drawn),-9,-4,3,-1.1,-21,-11,-2,7,3
CC(O)c1cccc(NC(=O)CCC(=O)O)c1 (stereo not drawn),-2,-7,10,-0.79,3,3,-3,6,0
Cn1c(=O)cc(SCC(=O)NCC2COc3ccccc3O2)c2ccccc21 (stereo not drawn),5,-7,-1,-0.49,2,10,-3,-10,1

# Five records picked at random from the list so far, as already listed:
SMILES,Cdc25B inh,AP complement,CatB block,D1 allo mod,tolC growth inh,MKP-1 inh,Hsp90 inh,E coli RNAP,CatB mixtures
COC(=O)c1ccc(CSc2nnnn2Cc2ccccc2)cc1,-15,7,5,2.3,16,-4,-5,0,0
Cc1ccc(Cn2c(=O)c3ccccc3n3c(SCC(=O)N4CCCCC4C)nnc23)cc1 (stereo not drawn),-4,6,-1,1.8,30,38,1,1,-1
COc1cc2c(cc1NC(=O)C1CCCO1)oc1ccccc12 (stereo not drawn),-9,0,-2,x,34,2,-11,6,-2
O=C(NCc1cn2ccsc2n1)c1c(F)cccc1Cl,-1,3,1,-0.9,1,7,-2,-8,-2
Cn1c(=O)cc(SCC(=O)NCC2COc3ccccc3O2)c2ccccc21 (stereo not drawn),5,-7,-1,-0.49,2,10,-3,-10,1

# No enrichment for hits; about 7.6% have a hit in one of these screens.
